Screens (PubChem BioAssay)
ROMK mod = ROMK potassium channel modulators, primary screen, cell-based, thallium flux, MLSMR library; actives 2% (n = 130,000); ATP-sensitive inward rectifier potassium channel 1 (Homo sapiens), P48048; B-score at 10 µM; Tet-inducible ROMK, thallium flux fluorescence; actives lie on both sides; AID 1918, 2009;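 active = signal ratio slope over the read window, or its plate-corrected B-score, at least 3 SD from the plate mean, either direction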;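 also: B-score of the F/F0 ratio slope over 7 to 12 s after thallium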
Target sequence (P48048 whole entry, looked up): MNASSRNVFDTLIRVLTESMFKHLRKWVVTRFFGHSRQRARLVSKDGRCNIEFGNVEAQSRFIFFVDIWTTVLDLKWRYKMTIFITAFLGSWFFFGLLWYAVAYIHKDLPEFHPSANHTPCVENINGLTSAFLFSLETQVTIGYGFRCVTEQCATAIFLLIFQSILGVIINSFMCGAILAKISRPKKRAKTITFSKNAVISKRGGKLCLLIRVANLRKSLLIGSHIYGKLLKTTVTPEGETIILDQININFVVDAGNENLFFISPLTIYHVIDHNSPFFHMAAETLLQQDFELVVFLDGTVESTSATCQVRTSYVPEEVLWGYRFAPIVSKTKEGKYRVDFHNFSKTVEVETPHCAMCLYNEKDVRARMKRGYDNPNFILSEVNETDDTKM
bIAP activator = bovine intestinal alkaline phosphatase activators, primary screen, biochemical, bovine IAP, CDP-star luminescence; alkaline phosphatase, intestinal [Bos taurus]; purified bovine IAP, 30 min; stronger effect = higher value; fold of DMSO-control signal, blank-subtracted; activation factor at 20 µM; actives 0.17% (n = 200,000); AID 1016, 2008;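 active = activation factor of 2 or more at 20 µM, a signal rise over negative controls twice the positive control's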
STAT3 blocker = IL-6 driven STAT3 reporter inhibitors, primary screen, U3A cells, luciferase, luminescence, MLSCN library. actives 0.89% (n = 190,000). inhibition, % at 5.5 µM. IL-6 STAT3-luciferase reporter; host cell line lacks STAT1;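 active = inhibition above the mean inhibition across all screened compounds plus 3 SD, cut at about 44% in these data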;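 also: 0% = DMSO only wells and 100% = 100 µM nifuroxazide control wells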
STAT1 blocker = STAT1 signaling inhibitors, primary screen, cell-based, HTS, luciferase reporter. NIH 3T3 STAT1-luciferase reporter, IFN-gamma, luminescence. inhibition, % at 5.5 µM. actives 0.35% (n = 200,000). AID 920, 2007;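 active = inhibition above a set limit, the mean inhibition across all tested compounds plus 3 SD, cut at about 34% in these data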;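 also: 0% = IFN-gamma with DMSO and 100% = IFN-gamma with 300 µM nifuroxazide; values of inactives mirror those of a sister screen read the other way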
PPARg SRC-1 ag = PPARgamma agonists recruiting SRC-1 coactivator, primary screen, biochemical. AID 631, 2007. actives 0.41% (n = 200,000). activation, % at 8 µM. Peroxisome proliferator-activated receptor gamma (Homo sapiens), P37231. PPARgamma-SRC-1 coactivator recruitment biochemical assay; in the data active = activation above about 19%;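 also: 0% = DMSO and 100% = reference agonist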
TNAP act hiacc = TNAP activators at high phosphate acceptor level, primary screen, biochemical, luminescence, uHTS; purified TNAP, CDP-star luminescence, 1 M DEA, 30 min; stronger effect = higher value; 0 = EDTA background, 1 = DMSO-only activity; activation factor at 20 µM; 200,000 tested, under 10 active; AID 1136, 2008;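 active = activation factor at least 2 at 20 µM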
Target sequence (P05186 whole entry, looked up): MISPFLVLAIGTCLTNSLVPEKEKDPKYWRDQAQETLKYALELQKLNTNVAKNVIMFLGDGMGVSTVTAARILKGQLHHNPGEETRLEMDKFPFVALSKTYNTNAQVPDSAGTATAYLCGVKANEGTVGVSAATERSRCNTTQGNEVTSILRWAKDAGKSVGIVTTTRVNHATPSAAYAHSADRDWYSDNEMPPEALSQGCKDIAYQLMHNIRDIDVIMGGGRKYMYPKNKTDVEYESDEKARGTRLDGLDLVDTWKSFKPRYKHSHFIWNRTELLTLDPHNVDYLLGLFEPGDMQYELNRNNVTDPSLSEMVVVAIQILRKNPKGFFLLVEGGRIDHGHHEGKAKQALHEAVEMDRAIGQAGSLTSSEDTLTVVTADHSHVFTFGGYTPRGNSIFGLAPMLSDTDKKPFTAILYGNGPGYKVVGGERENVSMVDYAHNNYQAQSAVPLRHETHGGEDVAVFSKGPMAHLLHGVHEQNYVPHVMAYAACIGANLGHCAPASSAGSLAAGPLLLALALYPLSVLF
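Measured by: Luminescent substrate turnover signal | Test system: Human TNAP | Input: TNAP 1/800 final | Dosing: 20 µM single point | Schedule: 30 min, room temperature | Controls: EDTA wells as negative control, DMSO wells as positive control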
bIAP inh = bovine intestinal alkaline phosphatase inhibitors, primary screen, selectivity assay for TNAP inhibitor project, biochemical, bovine IAP, CDP-star luminescence; alkaline phosphatase, intestinal [Bos taurus]; purified bovine IAP, 30 min; inhibition, % at 20 µM; 190,000 tested, under 10 active;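 active = over 50% inhibition of intestinal alkaline phosphatase at 20 µM in the single-dose screen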
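Assay system – bovine IAP enzyme · Quantity – bovine IAP at 1/65,000,000 final dilution · Detection – CDP-star luminescence signal · Times – 30 min reaction at room temperature · Also added – CDP-star substrate at 30 µM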
PPARg SRC3 recr = PPARgamma agonists recruiting SRC-3 coactivator, primary screen, biochemical; Peroxisome proliferator-activated receptor gamma (Homo sapiens), P37231; biochemical PPARgamma/SRC-3 coactivator recruitment assay; activation, % at 8 µM; actives 0.26% (n = 200,000); in the data active = activation above about 23%;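 also: 0% = DMSO and 100% = reference agonist; some compounds past the cut are filed as inactive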
PPARg SRC2 recr = agonists of PPARg-SRC-2 recruitment, primary screen, biochemical, HTS. Peroxisome proliferator-activated receptor gamma (Homo sapiens), P37231. PPARgamma LBD-SRC-2 recruitment. activation, % at 8 µM. actives 0.34% (n = 200,000). AID 1032, 2008; in the data active = activation above about 22%;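 also: 0% = vehicle and 100% = reference agonist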
STAT3 act = IL-6 driven STAT3 reporter potentiators, primary screen, U3A cells, luciferase, luminescence, MLSCN library; IL-6 STAT3-luciferase reporter; 100% = signal with IL-6 EC80 alone; activation (% of control), % at 5.6 µM; actives 0.91% (n = 190,000); AID 871, 2007;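 active = activation above the screen-wide mean of compound activation plus 3 SD, cut at about 130% in these data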;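 also: 0% = background luminescence of wells with medium and substrate only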
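Test system: human U3A cells carrying STAT3-luciferase construct; control set: IL-6-only wells as 100% reference; timing: compound pre-incubation 1 h before IL-6, then 6 h stimulation at 37 °C; also added: IL-6 stimulus at 33 ng/mL final; evaluation: % activation versus median of IL-6-stimulated wells; detection: reporter luminescence signal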
TR-FRET SRC-2 ct = TR-FRET signal artefacts, primary screen, artefact control for PPARgamma SRC-2 agonist project, biochemical. TR-FRET artefact counter-screen; stronger effect = higher value. TR-FRET ratio at 8 µM. actives 0.4% (n = 200,000). AID 1049, 2008; in the data active = TR-FRET ratio above about 2000; also: inactives centre near 1500
* = called active by the depositor; nt = not tested or not shown.

Values run as follows: ROMK mod	bIAP activator	STAT3 blocker	STAT1 blocker	PPARg SRC-1 ag	TNAP act hiacc	bIAP inh	PPARg SRC3 recr	PPARg SRC2 recr	STAT3 act	TR-FRET SRC-2 ct
1. Cn1cnnc1SCC(=O)N1N=C2/C(=C/c3ccco3)CCCC2C1c1ccco1 (centres undefined)
→ nt	1.1	7	11	4	1.1	-12	16	-1	98	1602
2. CC(=O)Oc1ccccc1N(C(C)=O)S(=O)(=O)c1ccc(C)cc1
→ -1.3	1.1	6	1	8	1	-8	11	8	99	1763
3. Cc1cc(C)c2c(N)c(C(=O)Nc3ncc(C)s3)sc2n1
→ -0.89	1	108*	87*	16	1	0	10	14	11	1621
4. C/C(CC(=O)Nc1ccc2c(c1)OCCO2)=N\NC(=O)C(=O)Nc1ccccc1C
→ -0.88	1.1	16	-15	13	1.1	-12	5	-1	91	1550
5. O=C(COc1cccnc1[N+](=O)[O-])Nc1ccccc1Sc1ccccc1
→ 0.7	0.5	-1	3	-7	1	48	-3	-4	103	1456
6. COCCN(CC(=O)Nc1ccc(F)cc1)S(=O)(=O)c1ccc(S(=O)(=O)N2CCCC2)cc1
→ 0.29	0.9	9	10	0	1	10	-7	0	94	1377
7. CCc1ccc(Cc2cnc(NC(=O)C3=NCCN3)s2)cc1
→ 0.25	1.2	-10	-2	-3	1	-23	1	1	108	1417
8. Cc1ccccc1CSCC(=O)c1c(N)n(CC(C)C)c(=O)n(C)c1=O
→ -0.67	1	43	12	2	1	0	-6	-2	67	1696
9. COc1cccc2c(=O)n(CC(=O)N3CCCCC3)ccc12
→ nt	0.9	12	-3	2	1	9	-1	0	97	1556
10. COc1ccc2c(c1)O[C@@H](c1ccc3c(c1)OCO3)[C@H](OC(=O)Nc1cc(OC)c(OC)c(OC)c1)C2=O
→ 1.8	0.9	-13	-2	7	1	11	2	4	109	1553
11. CC(C)OC(=O)c1cccc(C(=O)OCc2ccco2)n1
→ 0.16	1.2	6	-1	4	1	-20	12	6	97	1745
12. Cc1cc(NN)nc(NS(=O)(=O)c2ccccc2Cl)n1
→ -1.9	1	7	0	-2	1.1	-4	1	1	96	1615
13. COc1ccc(/C=C2\SC(=N)N(c3nccs3)C2=O)cc1OC
→ nt	0.7	-14	3	7	0.9	29	7	5	114	1548
14. COc1ccc(N=Nc2nc3ccc(Br)cc3n2C)cc1
→ nt	0.8	38	-25	15	0.9	17	-9	13	75	1691
15. CCOC(=O)c1sc2ncn(/N=C/c3ccc(O)cc3)c(=O)c2c1C
→ -0.069	1	9	-30	10	1.1	0	5	1	97	1739
16. COC(=O)c1ccc(/C=N/NC(=O)c2ccccc2Cl)cc1
→ 0.018	1	3	-11	8	1	-2	-3	4	98	1418
17. Cn1cnnc1Sc1ccc(C(F)(F)F)cc1[N+](=O)[O-]
→ 0.038	1	9	-2	-5	1	-2	2	0	96	1552
18. O=S(=O)(c1ccccc1)N(Cc1ccccc1)c1ccccn1
→ -1.4	0.8	0	3	4	1.1	21	0	0	101	1358
19. Cn1c(=O)c2c(SCc3ccccn3)nc(CC(C)(C)C)nc2n(C)c1=O
→ nt	1.1	7	-7	4	1	-10	-10	-8	101	1533
20. CCS(=O)(=O)C(=C1Nc2ccccc2N1)S(=O)(=O)CC
→ 0.45	0.9	1	2	0	1.1	7	-8	7	100	1502

The list goes on:
Values run as follows: ROMK mod	bIAP activator	STAT3 blocker	STAT1 blocker	PPARg SRC-1 ag	TNAP act hiacc	bIAP inh	PPARg SRC3 recr	PPARg SRC2 recr	STAT3 act	TR-FRET SRC-2 ct
21. Cc1ccccc1Cn1nc(C)c(NC(=O)C(F)(F)F)c1C
→ 0.89	1	10	-13	8	1	3	1	0	96	1423
22. Cc1sc2ncnc(NCc3cccnc3)c2c1C
→ -2.4	0.9	12	16	1	1	6	2	6	97	1804
23. CCOC(=O)N1CCN(C(=O)COc2ccc(Cl)c(C)c2)CC1
→ -3.6*	1	0	2	2	1	2	2	3	100	1693
24. CCOC(=O)c1ccc(/C=C2/C=C(c3ccccc3)N(c3ccc(Cl)c(C(=O)O)c3)C2=O)cc1
→ nt	0.9	-2	5	3	0.9	9	6	0	106	1717
25. Cc1nn(CC(=O)N2CCCc3ccccc32)c(C)c1[N+](=O)[O-]
→ 0.25	0.9	-9	0	-8	1	8	-4	-4	113	1498
26. COC(=O)[C@@H]1CC[C@H](C)[C@@H](c2ccc(C)cc2)N1C(=O)c1ccc(/C=N/OCC[C@@H]2C=C[C@H](OC(C)=O)[C@@H](COC(C)=O)O2)cc1
→ -0.37	1.1	-5	-4	-2	1.1	-14	-4	-5	102	1330
27. O=C(Nc1cccc(F)c1)c1ccccc1
→ nt	1	7	-15	-1	1.1	0	-7	-5	95	1435
28. CCn1c(=O)c(C(=O)CN2c3ccccc3CC2C)c(N)n(Cc2ccccc2)c1=O (centres undefined)
→ -0.079	1.2	-8	3	6	1	-24	6	17	105	1623
29. Cn1cnc2cc(NC(=O)c3cccs3)ccc21
→ 0.59	1	15	-29	4	1.1	-1	6	0	88	1671
30. CCCCCCC(=O)N/N=C/c1ccc(Br)cc1
→ nt	1	-5	2	-2	1	3	-1	1	103	1696
31. Cc1ccc(NC(=O)CCSCCc2ccccn2)cc1
→ 0.23	0.9	4	-3	1	1.1	11	-1	-4	100	1428
32. Clc1cccc(-c2cc3nc4c(c(N5CCNCC5)n3n2)CCCC4)c1
→ nt	1	-16	-17	1	1	2	-7	3	115	1304
33. COc1cc(C2c3sc(=O)[nH]c3SC3C4CCC(C4)C23)ccc1O (centres undefined)
→ nt	1	2	5	-5	1	-4	4	1	102	1445
34. O=C(NCC(=O)N(Cc1ccco1)C(C(=O)NC1CCCCC1)c1cccnc1)c1ccco1 (centres undefined)
→ nt	1	3	4	2	1	-4	-1	5	103	1563
35. COc1ccc(OCC(O)CN2CCCCC2)cc1 (centres undefined)
→ nt	1.1	7	-3	2	1	-13	-1	9	102	1688
36. CCOCCOC(=O)c1[nH]c2c(c1C)C(=O)CC(c1ccc(N(C)C)cc1)C2 (centres undefined)
→ nt	1	13	6	5	1	-2	6	8	94	1568
37. O=C(Nc1ccccc1N1CCN(c2ccccc2)CC1)c1ccccc1F
→ -1.2	1	0	-9	-16	1.1	-2	-5	-6	102	1376
38. Cc1ccc(S(=O)(=O)Nc2ccc(Cl)cc2)cc1NC(=O)Cn1cnc2c1c(=O)n(C)c(=O)n2C
→ -0.33	0.8	0	-5	4	1	19	-5	-4	98	1356
39. CCC(=O)N1CCN(c2ccc(OC)cc2[N+](=O)[O-])CC1
→ nt	0.9	15	1	1	0.9	12	-6	1	95	1347
40. O=[N+]([O-])c1ccc(C(=Nc2cccc3ccccc23)N2CCOCC2)cc1
→ nt	1	-4	5	2	1	-1	-3	7	112	1522

Part of the list above in a different format.
21. Cc1ccccc1Cn1nc(C)c(NC(=O)C(F)(F)F)c1C
22. Cc1sc2ncnc(NCc3cccnc3)c2c1C
23. CCOC(=O)N1CCN(C(=O)COc2ccc(Cl)c(C)c2)CC1
24. CCOC(=O)c1ccc(/C=C2/C=C(c3ccccc3)N(c3ccc(Cl)c(C(=O)O)c3)C2=O)cc1
25. Cc1nn(CC(=O)N2CCCc3ccccc32)c(C)c1[N+](=O)[O-]
26. COC(=O)[C@@H]1CC[C@H](C)[C@@H](c2ccc(C)cc2)N1C(=O)c1ccc(/C=N/OCC[C@@H]2C=C[C@H](OC(C)=O)[C@@H](COC(C)=O)O2)cc1
27. O=C(Nc1cccc(F)c1)c1ccccc1
28. CCn1c(=O)c(C(=O)CN2c3ccccc3CC2C)c(N)n(Cc2ccccc2)c1=O (centres undefined)

compound no. | 21 | 22 | 23 | 24 | 25 | 26 | 27 | 28
ROMK mod | 0.89 | -2.4 | -3.6* | nt | 0.25 | -0.37 | nt | -0.079
bIAP activator | 1 | 0.9 | 1 | 0.9 | 0.9 | 1.1 | 1 | 1.2
STAT3 blocker | 10 | 12 | 0 | -2 | -9 | -5 | 7 | -8
STAT1 blocker | -13 | 16 | 2 | 5 | 0 | -4 | -15 | 3
PPARg SRC-1 ag | 8 | 1 | 2 | 3 | -8 | -2 | -1 | 6
TNAP act hiacc | 1 | 1 | 1 | 0.9 | 1 | 1.1 | 1.1 | 1
bIAP inh | 3 | 6 | 2 | 9 | 8 | -14 | 0 | -24
PPARg SRC3 recr | 1 | 2 | 2 | 6 | -4 | -4 | -7 | 6
PPARg SRC2 recr | 0 | 6 | 3 | 0 | -4 | -5 | -5 | 17
STAT3 act | 96 | 97 | 100 | 106 | 113 | 102 | 95 | 105
TR-FRET SRC-2 ct | 1423 | 1804 | 1693 | 1717 | 1498 | 1330 | 1435 | 1623
